Source: PubChem BioAssay
MITF primary = inhibitors of human MITF | O75030 | AlphaScreen MITF homodimerization, bead proximity signal | inhibition, % at 2.6 µM | 0.91% of 650,000 active; in the data active = inhibition above about 50%;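 note: 0% = vehicle wells with protein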
Target sequence (O75030 whole entry, looked up): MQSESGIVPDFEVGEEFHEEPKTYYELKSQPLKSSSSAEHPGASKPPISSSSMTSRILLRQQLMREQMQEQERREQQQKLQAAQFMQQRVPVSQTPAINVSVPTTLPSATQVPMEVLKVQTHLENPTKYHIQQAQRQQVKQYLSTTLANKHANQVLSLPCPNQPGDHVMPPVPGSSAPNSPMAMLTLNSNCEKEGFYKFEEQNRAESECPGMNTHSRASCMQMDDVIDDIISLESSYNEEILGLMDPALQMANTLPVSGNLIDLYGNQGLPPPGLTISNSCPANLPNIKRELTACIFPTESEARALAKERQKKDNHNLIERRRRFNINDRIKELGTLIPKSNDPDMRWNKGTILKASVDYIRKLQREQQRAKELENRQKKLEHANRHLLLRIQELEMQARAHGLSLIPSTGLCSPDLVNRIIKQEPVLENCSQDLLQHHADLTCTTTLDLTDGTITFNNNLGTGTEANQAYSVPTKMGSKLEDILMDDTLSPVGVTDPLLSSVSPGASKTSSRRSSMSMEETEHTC
TEAD-YAP block = TEAD-YAP interaction inhibition; HEK-TIYL cells, TEAD-Gal4/YAP UAS-luciferase luminescence; inhibition, % at 9.12 µM; 1.4% of 640,000 active; AID 1259422; in the data active = inhibition above about 32%;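 note: 0% = median of test compound wells and 100% = reference inhibitor wells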
FBW7 activator = human FBW7 E3 ligase activation, primary screen; Q969H0; AlphaScreen FBW7–phospho-cyclin E peptide binding, activator screen; normalized activity (activation), % at 26.1 µM; 0.13% of 650,000 active; AID 1259310; in the data active = normalized activity above about 1.9%;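 note: purified mutant Fbw7 with reduced substrate affinity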
GPR151 ag = activators of human GPR151 | activation, % at 11.2 µM | PathHunter beta-arrestin GPR151 cells, luminescence | AID 1508602 | 1% of 650,000 active | Q8TDV0; in the data active = activation above about 4.9%;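 note: 0% = median of compound wells and 100% = cells with positive control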
Target sequence (Q8TDV0 whole entry, looked up): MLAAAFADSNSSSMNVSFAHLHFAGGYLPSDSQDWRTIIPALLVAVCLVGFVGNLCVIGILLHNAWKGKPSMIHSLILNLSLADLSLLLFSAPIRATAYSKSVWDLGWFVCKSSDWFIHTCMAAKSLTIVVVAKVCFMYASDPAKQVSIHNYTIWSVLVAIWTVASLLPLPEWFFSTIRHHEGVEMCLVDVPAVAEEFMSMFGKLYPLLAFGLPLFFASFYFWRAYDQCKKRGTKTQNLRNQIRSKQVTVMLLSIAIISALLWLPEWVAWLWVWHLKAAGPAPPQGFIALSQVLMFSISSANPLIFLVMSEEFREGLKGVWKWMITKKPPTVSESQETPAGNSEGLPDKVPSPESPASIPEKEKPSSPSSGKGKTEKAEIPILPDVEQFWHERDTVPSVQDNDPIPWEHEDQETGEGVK
Numbers without * were called inactive. Random draw from the library; about 3.4% have a hit in one of these screens.

[1] O=C(CCc1ccccc1)NCCn1ncc2c(N3CCN(c4ncccn4)CC3)ncnc21
[2] CCOc1cc(CN2CCN(C3CC4CCC3C4)CC2)ccc1OC (stereo not given)
[3] CC1=CC2=NC(=O)/C(=C\c3cccn3CCOc3ccc(C)c(C)c3)C(=N)N2O1
[4] CC(C)CCOc1ccc(C(=O)CCNC(C(=O)O)C(C)C)cc1 (stereo not given)
[5] O=c1[nH]nc(-c2ccc(F)cc2)n1-c1ccncc1
[6] OC(CNc1ccc(Br)cc1)Cn1nnnc1-c1ccccc1 (stereo not given)
[7] CN(C)C(=O)c1cc(-c2cn[nH]n2)ccc1NC(=O)C1COc2ccc(Cl)cc2C1 (stereo not given)
[8] CCN(CC)c1ccc2cc(I)c(=O)oc2c1

Screen / compound no.	1	2	3	4	5	6	7	8
MITF primary	5	69*	-8	3	1	6	13	-10
TEAD-YAP block	-1	6	-5	1	7	10	5	-28
FBW7 activator	-0.4	-0.1	-0.3	0.0	-0.1	0.3	0.5	2.9*
GPR151 ag	-0.4	0.0	1.9	0.9	-0.9	-1.2	-0.7	0.0

[9] CC(=O)Nc1ccc(Nc2nc3ccccc3n3c(C)nnc23)cc1
[10] CC(C)N(CCNc1nc(NCCCN2CCCC2=O)nc2c1ncn2Cc1ccc(C(F)(F)F)cc1)C(C)C
[11] CCOC(=O)C1=CN(C(C)C)C=C(C(=O)OCC)C1c1ccc2c(c1)OCO2
[12] O=C(NCc1cccc(C(F)(F)F)c1)c1cccc(Nc2ccc3ncccc3c2)n1
[13] O=C(NCCc1ccc(O)cc1)c1ccc(-c2ccccc2)s1
[14] CCOc1ccc(/C(O)=C2/C(=O)C(=O)N(CCN(C)C)C2c2ccc(Br)cc2)c(C)c1 (stereo not given)
[15] NC(=O)c1ccc(NC(=O)/C=C/c2cccc3ccccc23)cc1
[16] O=C(NCCc1ccccc1)c1cc2nc(-c3cccs3)cc(C(F)(F)F)n2n1

Screen / compound no.	9	10	11	12	13	14	15	16
MITF primary	-3	-6	-18	0	2	-10	-1	4
TEAD-YAP block	8	2	1	2	-28	-1	-4	-11
FBW7 activator	0.0	0.0	0.6	0.3	-0.1	-0.3	0.1	0.1
GPR151 ag	-0.4	2.4	1.0	1.3	-1.5	1.1	0.1	-0.6

[17] O=C1CC(C(=O)NCC2Cc3cc(F)cc(-c4cccnc4)c3O2)c2ccccc21 (stereo not given)
[18] CCNC(=O)c1cc2c(=O)n3ccccc3nc2n(CCCOC)c1=N
[19] COC(=O)c1ccc(Cn2ccc([N+](=O)[O-])n2)cc1
[20] Cc1ccc(Nc2nc(C(=O)N3CCC(C(=O)NCc4ccccc4)CC3)cs2)cc1
[21] CCOC(=O)C1=C(C)N=c2s/c(=C/c3ccco3)c(=O)n2C1c1ccccc1Cl (stereo not given)
[22] CCOc1ccc2c(c1)SC1=NS(=O)(=O)CCN12
[23] COc1ccc(C2=NN(C(C)=O)C(c3ccccc3F)C2)cc1OC (stereo not given)
[24] Cn1nnnc1SCC(=O)C(C)(C)C

Screen / compound no.	17	18	19	20	21	22	23	24
MITF primary	-5	6	13	6	-20	0	9	8
TEAD-YAP block	7	-1	2	0	6	-1	-9	0
FBW7 activator	-0.1	0.0	1.1	-0.1	0.0	0.0	0.2	0.0
GPR151 ag	1.1	-0.9	-1.3	-0.4	0.0	-0.4	1.5	1.4

[25] N#Cc1ccc(COC(=O)c2ccc(CN3CCCC3=O)cc2)cc1
[26] CCNC(=O)CC1C(=O)N(c2ccccc2)C(=O)N1Cc1ccc(C)cc1 (stereo not given)
[27] Cc1ccc(NC2=C(Cl)C(=O)OC2OC(=O)c2ccco2)cc1 (stereo not given)
[28] CCOc1ccc(-c2[nH]nc3c2C(c2ccncc2)C(C#N)=C(N)O3)c(OCC)c1 (stereo not given)
[29] CCN(CC)CCNC(=O)c1nn(-c2ccc(OC)cc2OC)c(=O)c2ccccc12
[30] C/C(=N\NS(=O)(=O)c1ccccc1)c1ccc2c(c1)OCCO2
[31] CCNc1nc(NC(C)C)nc(Oc2ccc(=O)n(-c3ccccc3)n2)n1
[32] CC(=O)Nc1ccc2c(c1)nc1n2CCN(Cc2ccco2)C1

Screen / compound no.	25	26	27	28	29	30	31	32
MITF primary	13	19	-3	1	-5	-11	17	2
TEAD-YAP block	0	4	8	-20	10	-6	-10	-20
FBW7 activator	0.2	0.3	-0.1	0.2	0.1	-0.2	0.3	0.7
GPR151 ag	-0.7	0.3	1.0	-0.5	1.2	-0.2	-0.7	-0.9

[33] CCOC(=O)c1c(NC(C)=O)sc(C)c1-c1ccc(OC)cc1
[34] CCOC(=O)Cc1csc(SCC(=O)NC(=O)Nc2ccc3c(c2)OCCO3)n1
[35] COc1cccc(NC(=O)Cc2cccc3ccccc23)c1
[36] CC(C)(C)c1ccc(Oc2coc3c(CN4CCOCC4)c(O)ccc3c2=O)cc1
[37] O=C(Cc1ccccc1)NC(NC(=O)Cc1ccccc1)c1cccc([N+](=O)[O-])c1
[38] O=C(NCc1ccccc1Br)Nc1ccc2c(c1)OCO2
[39] CCS(=O)(=O)N1CCC(c2[nH]ncc2-c2cc(C)no2)CC1
[40] O=C(NCc1ccccn1)c1nnc(-c2cccc(Cl)c2)o1

Screen / compound no.	33	34	35	36	37	38	39	40
MITF primary	8	2	-3	11	8	13	20	14
TEAD-YAP block	-20	-10	-1	7	3	-43	-5	-6
FBW7 activator	0.0	-0.1	0.0	-0.2	-0.1	0.8	0.1	0.6
GPR151 ag	3.3	0.9	0.4	0.6	-0.6	1.6	5.9*	-0.6

(continued)
Sequence of screens – MITF primary	TEAD-YAP block	FBW7 activator	GPR151 ag
41	CCCS(=O)(=O)N1CCCC(c2nc(-c3cccc(OC)c3)no2)C1 (stereo not given)
    5	-7	-0.1	-2.1
42	O=C1CCCC2=C1C(c1cccnc1)N(C(=O)c1ccccc1)c1ccccc1N2 (stereo not given)
    3	1	0.1	3.5
43	COc1cccc(C(=O)Nc2nnc(CCS(=O)(=O)c3ccc4ccccc4c3)s2)c1
    8	-8	-0.1	0.5
44	O=C(Cn1c2ccccc2c(=O)c2ccccc21)Nc1ccc(Oc2ccc3c(c2)C(=O)N(Cc2ccco2)C3=O)cc1
    6	8	0.0	-0.5
45	CCC(C(=O)Nc1ccccc1F)n1nnc(C(=O)O)c1C(=O)O (stereo not given)
    3	-2	0.2	-1.1
46	CCOc1ccc(NC(=O)c2cn(C)c(=O)c3c2c2ccccc2n3C)cc1
    5	8	0.0	-0.5
47	CC(C)(C)c1ccc(C(=O)Nn2c(C3CCCCC3)nc3ccccc3c2=O)cc1
    23	-6	1.4	-1.7
48	NC(=O)C1CCN(Cc2ccc3c(c2)CN(Cc2cccc(Cl)c2)CCO3)CC1
    -12	-2	0.0	0.9
49	CCOCCCNC(=O)c1nnc(Cc2ccc3c(c2)OCO3)o1
    4	-2	0.0	-0.3
50	COc1ccccc1N1C(=O)c2cccc3c(C(=O)c4ccccc4)ccc(c23)C1=O
    3	-4	-0.2	-1.3
51	O=C1c2ccccc2C(=Nc2ccccc2)C1[N+](=O)[O-] (stereo not given)
    -1	4	0.1	-1.1
52	O=C1C(Cc2c[nH]c3ccccc23)N=C2c3ccccc3N=C(SCc3ccc(F)cc3)N12 (stereo not given)
    9	1	-0.3	0.6
53	O=C(CCCn1c(SCC(=O)Nc2ccc(F)cc2)nc2cc3c(cc2c1=O)OCO3)NCc1ccc2c(c1)OCO2
    -5	6	-0.1	-1.9
54	FC(F)(F)C1=Nc2cc(Cl)c(Cl)cc2N=C(c2cccs2)C1
    -6	37*	0.0	-0.4
55	N#Cc1ccccc1NC(=O)CC1Sc2ccc(C(F)(F)F)cc2NC1=O (stereo not given)
    7	3	-0.1	0.9
56	Cc1cccc(NC(=O)c2c(NC(=O)c3ccncc3)sc3c2CCCC3)c1
    9	11	0.1	-0.1
57	O=C(/C=C/c1cc2ccccc2o1)c1ccccc1OCc1ccccc1
    18	-4	0.1	0.8
58	COC(=O)C1=C(C)NC(=O)NC1c1cn(-c2ccccc2)nc1-c1ccc(F)cc1 (stereo not given)
    -1	11	-0.1	2.2
59	Cc1nnc(C)n1/N=C/C=C\c1ccco1
    9	9	0.0	0.3
60	Cc1ccc(C(=O)NNC(=O)c2cccnc2)cc1
    5	2	0.1	0.2
61	COCc1[nH]nc2c1C(c1cccnc1)C(C#N)=C(N)O2 (stereo not given)
    -11	5	-0.1	0.4
62	COc1cccc(N2C[C@@H]3C[C@@H](c4cccc5cccnc45)N4CCC[C@@]34C2=O)c1
    -16	5	0.0	1.5
63	COc1ccc(OC(=O)CCN2C(=O)C3C4C=CC(C4)C3C2=O)cc1 (stereo not given)
    1	-3	0.1	-0.4
64	COc1ccc(OCC(=O)Nc2ccc3oc(-c4ccc(Cl)cc4Cl)nc3c2)cc1
    8	-19	0.1	0.5
65	CCOC(=O)c1ccc(NC(=O)CSc2nc3ccsc3c(=O)n2Cc2ccccc2F)cc1
    -3	-2	0.0	2.0
66	CN1CCN(C(=O)CN(c2ccc(Cl)cc2Cl)S(=O)(=O)c2ccccc2)CC1
    -1	-1	0.0	-1.1
67	CC(C)NCC(O)COc1ccc2ccccc2c1 (stereo not given)
    4	14	0.4	1.5
68	CC(=O)c1cccc(NC(=O)COc2ccccc2C(=O)NC(C)c2ccccc2)c1 (stereo not given)
    -8	9	0.2	1.6
69	COc1ccc(-n2nc(C(=O)NCC(=O)N3CCN(C4CCCCC4F)CC3)c3ccccc3c2=O)cc1Cl (stereo not given)
    12	-1	0.3	-0.1
70	COC(=O)COc1ccc(C(NC(=O)c2ccccc2)C(Cl)(Cl)Cl)cc1 (stereo not given)
    5	8	0.2	1.0
71	CCSc1ncnc2c1oc1ccccc12
    -2	-15	0.2	-0.7
72	O=C(COc1cccc(Br)c1)N/N=C/c1ccc2c(c1)OCO2
    -13	-9	-0.1	0.1
73	COC(=O)c1cc(-c2ccco2)nc2c1c(=O)n(C)c(=O)n2CC(C)C
    3	-5	0.0	0.6
74	Cc1ccc2c(nc3s/c(=C\c4ccc(-c5cccc(C(F)(F)F)c5)o4)c(=O)n32)c1C
    10	3	-0.1	0.8
75	CCc1ccc(-n2[nH]c(=O)c(/C=C3/C(=O)N(c4ccccc4)N=C3C)c2O)cc1
    11	1	0.0	1.7
76	CCCCOc1ccc(C2C(C#N)=C(N)Oc3cc(C)oc(=O)c32)cc1 (stereo not given)
    2	4	-0.1	2.3
77	NC(=O)C1CCN(Cc2nc3c(Br)cc(Br)cc3c(=O)[nH]2)CC1
    15	-3	0.0	0.9
78	CCC(=O)Nc1ccc(-c2csc(N)n2)cc1
    -18	3	0.0	-0.9
79	COC(=O)c1sc(NC(=O)c2ccco2)c(C#N)c1C
    13	-1	0.6	-0.6
80	CCOC(=O)c1ccc(SC)c(C)c1O
    -7	-2	0.0	0.4
81	C/C(=N/NC(=O)CCC(=O)Nc1ccc(F)cc1)c1ccc(F)cc1
    0	0	0.2	1.5
82	CN1[C@H](C(=O)N2CCc3ccccc3C2)C[C@H](c2cccs2)NS1(=O)=O
    16	-7	0.5	-1.0
83	CCC1CCc2c(sc3nc[nH]c(=O)c23)C1 (stereo not given)
    -8	-24	0.1	-0.3
84	Cc1nn(-c2ccccc2)c(C)c1/C=C/C(=O)O
    11	4	0.1	-1.0
85	CC(=O)N(C1=C(N2CCCCC2)C(=O)c2ccccc2C1=O)c1cccc(Cl)c1
    56*	-2	-0.3	-0.2
86	COc1ccccc1C1CC(=O)NC2=C1C(=O)CC(c1cccs1)C2 (stereo not given)
    22	3	0.5	-0.8
87	NS(=O)(=O)c1ccc(-n2cc(-c3cccc(C(F)(F)F)c3)cn2)cc1
    -5	5	0.1	-0.4
88	CCOC(=O)C1=C(c2ccc(OC)cc2)c2onc(N)c2C1c1ccccc1 (stereo not given)
    10	-7	-0.2	0.4
89	O=C(Nc1ccc(Cl)cc1)N1CCN(c2ccc3nnc(-c4ccccc4)n3n2)CC1
    4	10	0.0	1.8
90	COc1ccc(-c2nc(Nc3ccc(NC(C)=O)cc3)nc(OC)n2)cc1
    -4	-10	0.0	-0.7
91	CCC(C(=O)OC)n1c(-c2ccccc2)nc2ccccc2c1=O (stereo not given)
    0	-1	0.5	2.1
92	N#Cc1cc2c(cc1NC(=O)Cn1nnc(-c3ccccc3F)n1)OCO2
    3	-2	-0.1	-0.4
